High-throughput results from PubChem.
RGS4 pot: RGS4 potentiation or activation | 310,000 tested, 0.92% active | HEK293 M3R/inducible RGS4, carbachol calcium flux Fluo4; hits give low values | AID 463111 | B-score at 10 µM;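 active = B-score of the integrated calcium signal more than 4 SD below the library mean, with starting fluorescence not abnormally high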;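 also: negative B-score means reduced calcium response which marks RGS4 activation or potentiation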
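System – HEK293 FlpIn-TREx cells, stable M3R, doxycycline-inducible RGS4 · Reagent – ECmax carbachol challenge · Times – compound preincubation 20 min at room temperature before agonist · Technique – Fluo4 fluorescence kinetic imaging of calcium · Measure – B score of integrated Fluo4 ratio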
ANO1 block: inhibitors of mouse TMEM16A calcium-activated chloride channel; 310,000 tested, 1.2% active; Q8BHY3; HEK293 TMEM16A/YFP iodide influx fluorescence, ionomycin; AID 588511; normalized B-score (activity score, 25-100; higher = stronger inhibition) at 10 µM;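 active = ratio plate-corrected score three or more library SD toward inhibition, starting fluorescence score within five deviations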;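 also: score derived from kinetic fluorescence span divided by baseline fluorescence per well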
MrgX1 agonist: human MrgX1 receptor agonism, primary screen | MrgX1-HEK293 cells, Fluo-4 calcium fluorescence, agonist mode; hits give high values | Q96LB2 | 310,000 tested, 0.44% active | B-score at 10 µM;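 active = calcium response B-score plate-corrected fluorescence ratio at least 3 library SD, with starting fluorescence B-score inside 5 SD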
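Material: MrgX1-expressing HEK293 cells / Dosing: compound as first of three additions / Incubation: overnight seeding, then 1 h dark dye loading / Signal: Fluo-4 NW calcium fluorescence / Evaluation: B-scored fluorescence response ratio / Benchmarks: positive and negative control wells on each plate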
KCNQ1 inh: blocks the human KCNQ1 potassium channel | 310,000 tested, 1.3% active | CHO-K1 KCNQ1, FluxOR thallium flux fluorescence; hits give high values | AID 2642 | P51787 | B-score at 10 µM;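 active = compounds whose thallium flux B-score, printed positive for inhibition, exceeds three library SD while starting fluorescence stays within three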;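 also: channel opened by potassium depolarization with thallium stimulus after 20 min compound exposure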
KCNQ1 act: human KCNQ1 channel potentiation or activation. 310,000 tested, 0.35% active. CHO-K1 KCNQ1, thallium flux FluxOR fluorescence; hits give high values. B-score at 10 µM. P51787;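 active = fluorescence ratio B-score, a plate-corrected score, at least three library SD, with initial intensity B-score within 5 SD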
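Assay system: CHO-K1 cells stably expressing KCNQ1; Medium: assay buffer with matched DMSO; Also added: K+/Tl+ depolarizing stimulus; Dosing: single dose; Timing: dye 90 min, compound 20 min, room temperature; Measured by: kinetic FluxOR thallium fluorescence, 10-s 1-Hz baseline, 110-s post-stimulus read; Read-out: peak-minus-minimum fluorescence over initial fluorescence, negative-control normalized, B-scored.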
RGS4 inh: inhibitors of human RGS4; P49798; HEK293 M3R/RGS4 inducible, Fluo-4 calcium flux; hits give high values; triggered by carbachol at its EC20; B-score at 10 µM; 310,000 tested, 0.45% active; AID 463165;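 active = B-score, a plate-corrected calcium signal, over three deviations above library mean, with baseline fluorescence within five deviations of library mean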;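 also: RGS4 expression induced by doxycycline in cells with stable M3 receptor; B-score is computed from the integrated fluorescence ratio over baseline after carbachol; higher B-score means a larger calcium signal and so more RGS4 inhibition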
hERG rescue: shields human hERG channel from block by proarrhythmic agents; activation (rescue from dofetilide block), less the hit threshold, % at 10 µM; 310,000 tested, 0.51% active; CHO-hERG, FluxOR thallium flux, dofetilide IC70 present; Q12809;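 active = activation above the mean of controls blocked by dofetilide plus 5 SD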;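 also: thallium influx through hERG after potassium depolarization seen as dye fluorescence rise; in these data hits start at about 4.7%; inactives centre near -7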
Target sequence (Q12809 whole entry, looked up): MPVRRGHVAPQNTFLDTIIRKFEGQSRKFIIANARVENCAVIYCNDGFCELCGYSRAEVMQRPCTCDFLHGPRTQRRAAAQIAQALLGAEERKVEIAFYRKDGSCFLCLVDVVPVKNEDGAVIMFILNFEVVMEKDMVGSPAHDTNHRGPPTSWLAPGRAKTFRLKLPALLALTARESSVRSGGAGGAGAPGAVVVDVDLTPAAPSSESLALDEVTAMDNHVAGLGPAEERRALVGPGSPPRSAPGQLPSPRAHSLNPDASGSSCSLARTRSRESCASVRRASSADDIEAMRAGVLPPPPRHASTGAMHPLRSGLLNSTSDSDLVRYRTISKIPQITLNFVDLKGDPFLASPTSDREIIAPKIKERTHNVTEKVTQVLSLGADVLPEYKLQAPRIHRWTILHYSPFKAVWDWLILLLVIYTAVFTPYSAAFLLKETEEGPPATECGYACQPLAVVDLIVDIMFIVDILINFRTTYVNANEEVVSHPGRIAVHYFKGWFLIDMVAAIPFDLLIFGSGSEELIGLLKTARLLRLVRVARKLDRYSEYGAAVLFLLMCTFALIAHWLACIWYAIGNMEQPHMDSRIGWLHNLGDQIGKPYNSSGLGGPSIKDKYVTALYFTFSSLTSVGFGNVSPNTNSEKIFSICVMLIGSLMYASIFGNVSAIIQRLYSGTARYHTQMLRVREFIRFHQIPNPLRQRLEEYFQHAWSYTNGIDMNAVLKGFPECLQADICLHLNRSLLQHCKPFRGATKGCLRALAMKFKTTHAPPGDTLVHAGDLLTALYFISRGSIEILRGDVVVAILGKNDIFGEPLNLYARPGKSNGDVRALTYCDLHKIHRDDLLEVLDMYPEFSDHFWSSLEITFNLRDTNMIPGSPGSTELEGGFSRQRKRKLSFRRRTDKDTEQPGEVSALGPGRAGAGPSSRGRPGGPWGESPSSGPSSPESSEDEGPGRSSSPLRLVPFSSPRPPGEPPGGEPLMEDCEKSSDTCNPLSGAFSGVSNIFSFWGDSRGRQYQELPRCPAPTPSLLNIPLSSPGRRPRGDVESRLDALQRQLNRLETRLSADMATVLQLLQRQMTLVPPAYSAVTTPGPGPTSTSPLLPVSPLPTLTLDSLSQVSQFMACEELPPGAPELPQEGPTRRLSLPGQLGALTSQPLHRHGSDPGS
KCNK3 inh: human KCNK3 channel inhibition, primary screen. CHO-KCNK3 thallium flux, FluxOR fluorescence; hits give low values. O14649. 340,000 tested, 0.84% active. B-score at 10 µM;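 active = B-score under library mean minus 4 SD, starting fluorescence ratio at most library mean plus 5 SD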;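 also: more negative B-score means stronger inhibition of thallium flux through KCNK3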
TMEM16A act: activates or potentiates the mouse TMEM16A chloride channel | HEK293 TMEM16A/YFP-H148Q/I152L, iodide quench fluorescence; hits give low values | Q8BHY3 | 340,000 tested, 0.3% active | B-score at 10 µM | AID 623877;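 active = fluorescence-ratio B-score plate-corrected deviation score at least 3 library SD below zero, with starting fluorescence score within 5 deviations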;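 also: channel opened by trigger with iodide after compound preincubation; score built on the fluorescence ratio of max minus min over baseline; more negative score means more quench and so TMEM16A activation or potentiation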
KCNK9 inh: human KCNK9 channel inhibition; AID 488922; 310,000 tested, 1.2% active; B-score at 10 µM; HEK293 KCNK9, FluxOR thallium flux fluorescence; hits give low values;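 active = ratio B-score over 3 SD below the library mean, with starting fluorescence within 5 SD of its mean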;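 also: negative B-score means less thallium flux so channel inhibition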
MrgX1 PAM: allosterically activates human MrgX1 receptor signaling | Q96LB2 | 310,000 tested, 0.63% active | AID 588675 | B-score at 10 µM | MrgX1-HEK293, Fluo-4 calcium flux, FDSS; hits give high values;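 active = plate-corrected calcium response at least 3 library SD above typical, normal starting fluorescence, not activating the receptor alone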;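 also: compound read alongside a low EC10 to EC30 dose of BAM8-22 agonist; peak minus trough fluorescence over baseline measured at the second addition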
* hit, by the source's call; i = inactive; · = no result given.

Compound | TMEM16A act | MrgX1 agonist | ANO1 block | KCNK9 inh | MrgX1 PAM | hERG rescue | RGS4 inh | KCNK3 inh | RGS4 pot | KCNQ1 inh | KCNQ1 act
CN(CCCNC(=O)c1ccccc1F)CCCNC(=O)c1ccccc1F | i | i | i | i | i | -5.8 | i | i | i | i | i
CCN(CC)c1ccc(/C=N/NC(=O)c2ccco2)cc1 | i | i | i | i | i | -2.0 | i | i | i | i | i
Cc1ccc(NC(=O)c2noc3c2CCCCC3)cc1C | i | i | i | i | i | -14.2 | i | i | i | i | i
CC(C)C(=O)N1CCN(c2ccc(NC(=O)c3ccco3)cc2Cl)CC1 | i | i | i | i | i | -11.8 | i | i | i | i | i
CCOc1ccccc1NC(=O)Cn1c(C)cc(COC)c(C#N)c1=O | i | i | i | i | i | -11.5 | i | i | i | i | i
Cc1ccc(Cl)cc1N1CCN(C(=O)c2ccc(NC3=NC4CS(=O)(=O)CC4S3)cc2)CC1 (centres undefined) | i | i | i | i | i | -5.1 | i | i | i | i | i
Cc1ccc(-n2c(C)c(C)c3c(NCCN(C)C)ncnc32)cc1 | i | i | i | i | i | -3.6 | i | i | i | i | i
O=C1CCCc2c1nc(-c1ccccc1F)n2O | i | i | i | i | i | -14.5 | i | i | i | i | i
O=C(CCNS(=O)(=O)c1ccccc1)OCC(=O)c1ccc[nH]1 | i | i | i | i | i | -12.6 | i | i | i | i | i
Cc1nn(Cc2ccc(C(=O)N3N=C(C(F)F)CC3(O)C(F)F)cc2)c(C)c1[N+](=O)[O-] (centres undefined) | i | i | i | i | i | -4.4 | i | i | i | i | i
COc1ccc(C(=O)NNC(=O)C2CCCN(C3CC(=O)N(c4ccccc4)C3=O)C2)cc1 (centres undefined) | i | i | i | i | i | -7.5 | i | i | i | i | i
CCCn1c(N)c(C(=O)CSc2ncc(C(F)(F)F)cc2Cl)c(=O)[nH]c1=O | i | i | i | i | i | -5.3 | i | i | i | i | i
NNC(=O)c1ccc(COc2ccc3c(c2)CCC3)o1 | i | i | i | i | i | -7.5 | i | i | i | i | i
C/C(=N/NS(=O)(=O)c1ccc(F)cc1)c1ccc(NC(=O)c2ccc(C)o2)cc1 | i | i | i | i | i | -10.5 | i | i | i | i | i
CCN1CCN(C(C)C(=O)Nc2c(C)n(C)n(-c3ccccc3)c2=O)CC1 (centres undefined) | i | i | i | i | i | -3.9 | i | i | i | i | i
O=C1C2C(C(=O)N1/N=C/c1ccc([N+](=O)[O-])o1)C1C=CC2C12CC2 (centres undefined) | i | i | i | i | i | -6.3 | i | i | i | i | i
O=C(Cn1cnc2ccccc2c1=O)NCCC(=O)Nc1ccc2c(c1)OCCO2 | i | i | i | i | i | -0.2 | i | i | i | i | i
Cc1c(Cl)cccc1NC(=O)CSc1nc2ncc(Cl)cc2[nH]1 | i | i | i | i | i | -1.6 | i | i | i | i | i
O=C(/C=C/c1ccc(F)cc1)Nc1ccc(S(=O)(=O)Nc2ncccn2)cc1 | i | i | i | i | i | -13.8 | i | i | i | i | i
Cc1c(NC(=O)C2CC(c3c(F)cccc3Cl)=NO2)c(=O)n(-c2ccccc2)n1C (centres undefined) | i | i | i | i | i | -4.9 | i | i | i | i | i
CC(C)CN(C(=O)COC(=O)c1cnccn1)c1c(N)n(Cc2ccccc2)c(=O)[nH]c1=O | i | i | i | i | i | -13.8 | i | i | i | i | i
CN(CCOc1ccc(Br)cc1)CC(O)c1ccccc1 (centres undefined) | i | i | i | i | i | -2.3 | i | i | i | i | i
CC(C)CN(C(=O)CSc1nnnn1C)C1CCS(=O)(=O)C1 (centres undefined) | i | i | i | i | i | -15.7 | i | i | i | i | i
Cc1cc(NC(=O)c2ccc(NC(=O)C(C)C)cc2)no1 | i | i | i | i | i | -5.2 | i | i | i | i | i
COc1ccc(SCCN2CCN(C)CCC2=O)cc1 | i | · | · | i | · | -8.0 | i | i | i | i | i
O=S(=O)(Nc1cccc(S(=O)(=O)N2CCOCC2)c1)c1cccs1 | i | i | i | i | i | -6.2 | i | i | i | i | i
O=C(O)COc1ccc(-c2nnn(CC(=O)O)n2)cc1 | i | i | i | i | i | -8.2 | i | i | i | i | i
COc1ccccc1NCCC(=O)OCC(=O)NC1CCCCC1 | i | i | i | i | i | -2.0 | i | i | i | i | i
Cc1ccc(NC(=O)NCc2ccc3[nH]c(C)cc3c2)cc1 | i | i | i | i | i | -7.5 | i | i | i | i | i
CC(=O)NC(Cc1cccc(F)c1)C(=O)NC1CCN(C(=O)c2ccc(C)cc2)CC1 (centres undefined) | i | i | i | i | i | -2.5 | i | i | i | i | i
Cc1cc(C)n(CCC(=O)N2CCc3ccccc32)n1 | i | i | i | i | i | -5.0 | i | i | i | i | i
COc1ccc(NC(=O)N2CCCc3ccccc32)cc1OC | i | i | i | i | i | -8.6 | i | i | i | i | i
CNC(=S)Nc1cccc(C(C)=O)c1 | i | i | i | i | i | -11.9 | i | i | i | i | i
O=C(NCCO)c1ccc2[nH]c3c(c2c1)CCCC3 | i | i | i | i | i | -5.7 | i | i | i | i | i
O=C1Nc2cc(C(=O)N3CCc4ccccc4C3)ccc2S/C1=C\c1ccccc1 | i | i | i | i | i | -7.7 | i | i | i | i | i
O=C(CSCc1ccccc1)NC1CCSC1=O (centres undefined) | i | i | i | i | i | -9.9 | i | i | i | i | i
CCOCCn1c(N(C)Cc2ccccc2)nc2c1c(=O)[nH]c(=O)n2C | i | i | i | i | i | -12.3 | i | i | i | i | i
CC(=O)OCC1=C(C(=O)O)N2C(=O)C(NC(=O)C(C)Cn3nc(C)c(Cl)c3C)C2SC1 (centres undefined) | i | i | i | i | i | 5.6* | i | i | -7.08* | i | i
C=CCn1cc(/C=C/c2cc[n+](C)cc2)c2ccccc21 | i | i | i | i | i | -49.9 | i | i | i | i | i
Cc1ccc(NC(=O)c2ccc(CN3CCc4ccccc4C3)cc2)cc1 | i | i | 25* | i | i | -8.9 | i | i | i | i | i
O=C(N/N=C/c1ccco1)C1CC1c1ccccc1 (centres undefined) | i | i | i | i | i | 1.2 | i | i | i | i | i
O=C(Nc1ccc(S(=O)(=O)Nc2ncccn2)cc1)C1=COCCO1 | i | i | i | i | i | -8.6 | i | i | i | i | i
CCC(C)(C)NS(=O)(=O)c1cc(CN2C(=O)c3cccnc3C2=O)ccc1OC | i | i | i | i | i | -2.7 | i | i | i | i | i
CCOCCn1c(SCc2c(F)cccc2Cl)nc2c1c(=O)[nH]c(=O)n2C | i | i | i | i | i | -9.5 | i | i | i | i | i
COCCCNC(=O)CN(CCc1ccccc1)S(=O)(=O)c1ccccc1 | i | i | i | i | i | -6.2 | i | i | i | i | i
O=C1Nc2ccc([N+](=O)[O-])cc2C1(O)N1CCCCCC1 (centres undefined) | i | i | i | i | i | -0.3 | i | i | i | i | i
CCOC(=O)C1=C(C)Nc2nc(C)nn2C1c1ccc(OC)c(OC)c1 (centres undefined) | i | i | i | i | i | -7.7 | i | i | i | i | i
Cc1ccc(-c2cc(C(F)F)n3ncc(C(=O)N4CCN5CCCC5C4)c3n2)cc1 (centres undefined) | i | i | i | i | i | -6.5 | i | i | i | i | i
CCC(C(=O)OC)n1cnc2c(nnn2-c2cccc(OC)c2)c1=O (centres undefined) | i | i | i | i | i | -6.2 | i | i | i | i | i
COc1ccccc1-n1c([S-])c(C(=O)Nc2ccccc2C(F)(F)F)[n+]2ccc(C(=O)NCCO)cc12 | i | i | i | i | i | -14.1 | i | i | i | i | i
CCn1cc(/C=C(\NC(=O)c2ccccc2)C(=O)NCCCN2CCOCC2)c2ccccc21 | i | i | i | i | i | -7.1 | i | i | i | i | i
Cc1ccccc1-n1nc2c(c1NC(=O)c1cccc(F)c1)CS(=O)C2 (centres undefined) | i | i | i | i | i | -7.4 | i | i | i | i | i
O=[N+]([O-])c1ccc(COP(=O)(O)OCc2ccc([N+](=O)[O-])cc2)cc1 | i | i | i | i | i | 1.3 | i | i | i | i | i
C=CCNC(=O)NC(=O)COC(=O)/C(C#N)=C/c1cc(C)n(CCC(C)C)c1C | i | i | i | i | i | -4.8 | i | i | i | i | i
Cc1sc(NC(=O)c2ccco2)c(C(c2cccnc2)N2CCC(C)CC2)c1C (centres undefined) | i | i | i | -14.1* | i | -8.9 | i | i | -7.93* | 9* | i
COc1ccccc1Nc1nc(C)nc2c1oc1ccccc12 | i | i | i | i | i | -2.0 | i | i | i | i | i
COc1ccc(C(CC(=O)N2CCCC2)C(C)C)cc1 (centres undefined) | i | i | i | i | i | -4.5 | i | i | i | i | i
O=C(Nc1ccc(C(=O)O)cc1)/C(=C\c1ccccc1)NC(=O)c1ccccc1 | i | i | i | i | i | 0.0 | i | i | i | i | i
COc1ccccc1N1CCN(c2nc(C)cc(=O)[nH]2)CC1 | i | i | i | i | i | -0.7 | i | i | i | i | i
O=C(c1ccccc1F)N1CCC(O)(c2cccnc2)CC1 | i | i | i | i | i | -6.7 | i | i | i | i | i

Continuation:
Compound | TMEM16A act | MrgX1 agonist | ANO1 block | KCNK9 inh | MrgX1 PAM | hERG rescue | RGS4 inh | KCNK3 inh | RGS4 pot | KCNQ1 inh | KCNQ1 act
CCC(=O)OCCNc1cc(Sc2nc3ccccc3s2)c2nonc2c1[N+](=O)[O-] | i | i | i | i | i | -15.6 | i | i | i | 6* | i
Cc1cc2ccccc2nc1SCC(=O)NC1CCCC1 | i | i | i | i | i | -1.8 | i | i | i | i | i
CCOc1ccc(CN(C(=O)c2cc(=O)c3cc(C)cc(C)c3o2)C2CCS(=O)(=O)C2)cc1 (centres undefined) | i | i | i | i | i | -6.5 | i | i | i | i | i
Cc1ccc(CN2CCN(Cc3cn[nH]c3-c3ccccc3)CC2CCO)o1 (centres undefined) | i | i | i | i | i | -2.5 | i | i | i | i | i
CC(=O)c1coc2c1cc(O)c1ccccc12 | i | i | i | i | i | -6.0 | i | i | i | i | i
COC(=O)Nc1ccc(S(=O)(=O)N2CCCCC2C(=O)NCc2ccco2)cc1 (centres undefined) | i | i | i | i | i | -17.9 | i | i | i | i | i
Cc1sc2ncnc(NC(C)C(=O)O)c2c1C (centres undefined) | i | i | i | i | i | -10.2 | i | i | i | i | i
CC(=NC(C)C)C1=C(O)C(C)OC1=O (centres undefined) | i | i | i | i | i | -5.1 | i | i | i | i | i
